GLP-1R inv ag = GLP-1 receptor (human) inverse agonism; P43220; HEK293 GLP-1R CRE-luciferase, luminescence, 24 h; GLP-1R form is constitutively active; Potency, µM (series often up to 38.3 µM), for inactives: at the highest dose activity change, negative = inhibition, hits mostly inhibitors; hit rate 1.6% among 410,000; AID 624417; further: potency means the concentration at half of the fitted maximal effect; on the % scale 0 is the no-effect control and ±100 the full control effect; nearly all actives have a fitted effect of over 55% in size
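Using stably transfected HEK293 (constitutively active GLP-1R, cAMP-luciferase reporter), compounds were incubated 24 hr and luciferase measured by luminescence.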
EPAC1 antagonist = antagonists of human EPAC1; Potency, µM (highest dose often 115 µM), without a hit: top-dose activity change, negative = inhibition, actives largely listed as inhibitors; EPAC1 GEF assay, Rap1b-BODIPY-GDP exchange fluorescence; AID 720709; hit rate 0.14% among 360,000; O95398;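 further: potency means the concentration at half of the fitted maximal effect; plate controls were vehicle for no effect and positive control for full effect; nearly all actives have a fitted effect of over 50% in size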
GLP1R ag = activates the human GLP-1 receptor | P43220 | HEK293 GLP-1R CRE-luciferase, luminescence, 4-6 h; cells express a hypersensitive GLP-1R form | hit rate 0.007% among 380,000 | Potency, µM (doses to about 45.6 µM), for the others: top-dose activation, hits mostly activators; further: potency means the concentration at half of the fitted maximal effect; % of control where 0% means no effect
PTHR1 agonist = PTHR1 (human) receptor agonism | HEK293 GP2 PTHR1 cells, GloSensor cAMP luminescence, 1 h | Potency, µM (titrated, usually from 115 µM), without a hit: at the highest dose activation, usual class: activators | hit rate 0.075% among 410,000; further: potency means the concentration at half of the fitted maximal effect; nearly all actives have a fitted effect of over 55% in size; some results filed as inactive show a strong effect at the top dose; inactives centre near -15; many of its hits are not listed in these tables
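HEK-293-derived GP2 cells expressing PTHR1 and a GloSensor cAMP reporter, 3,000/well, plated overnight, given luciferin plus IBMX (each 0.5 mM as added) for 1 h at 37 °C, then compound for 1 h at 37 °C. Luminescence was read after 15 min at room temperature.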
GLP1R cytotox = cytotoxic in the GLP-1 receptor inverse agonist counter-screen. HEK293 cAMP-luciferase reporter cells, luminescence, 24 h. Potency, µM (titrated, usually from 38.3 µM), for the others: at the top dose activity change, negative = inhibition, usual class: inhibitors. hit rate 0.13% among 410,000;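 further: loss of luciferase light is scored as toxicity; potency means the concentration at half of the fitted maximal effect; on the % scale 0 is the no-effect control and ±100 the full control effect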
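Luminescence readout: signal drop marks cytotoxicity. Plated cells grew 12 h at 37 °C, 5% CO2, received 23 nL compound for 24 h, then got luciferase reagent, read after 12 min at RT.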
PLK1 PBD inh = blocks phosphopeptide binding to human PLK1 polo-box domain | P53350 | Plk1 PBD binding of FITC phosphopeptide, fluorescence polarization | Potency, µM, without a hit: max response, negative = inhibition, usual class: inhibitors | hit rate 2.8% among 360,000 | AID 720504; further: potency means the concentration at half of the fitted maximal effect; series mostly up to about 57 µM; on the % scale 0 is the no-effect control and ±100 the full control effect; nearly all actives have a fitted effect of over 65% in size
Target sequence (P53350 whole entry, looked up, the tested form may be a part): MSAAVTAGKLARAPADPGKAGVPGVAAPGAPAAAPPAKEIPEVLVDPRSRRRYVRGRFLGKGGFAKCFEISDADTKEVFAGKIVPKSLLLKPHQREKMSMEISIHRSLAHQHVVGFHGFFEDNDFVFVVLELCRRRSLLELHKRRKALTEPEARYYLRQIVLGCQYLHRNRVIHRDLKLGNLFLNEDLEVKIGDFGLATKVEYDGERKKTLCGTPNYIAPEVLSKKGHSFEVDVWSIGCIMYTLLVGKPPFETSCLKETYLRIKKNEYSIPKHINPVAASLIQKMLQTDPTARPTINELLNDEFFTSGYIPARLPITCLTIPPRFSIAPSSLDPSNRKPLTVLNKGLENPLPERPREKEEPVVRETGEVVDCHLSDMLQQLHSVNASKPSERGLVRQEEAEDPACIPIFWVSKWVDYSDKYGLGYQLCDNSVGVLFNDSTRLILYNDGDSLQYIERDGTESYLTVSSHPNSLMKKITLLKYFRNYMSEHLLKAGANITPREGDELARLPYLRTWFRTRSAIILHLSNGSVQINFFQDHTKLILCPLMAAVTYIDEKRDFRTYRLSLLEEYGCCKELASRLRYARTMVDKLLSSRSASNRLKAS
IL2 activator = IL-2 activation | hit rate 0.065% among 360,000 | activation, % (series mostly up to about 46 µM) | IL-2 activation reporter assay, cell-based qHTS; stimulated with anti-CD3/CD4/CD28 beads; in transgenic mouse T cells; in the data active means activation above about 50%; inconclusive means mostly about 30% to 49%; further: 0% is about no effect
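First, unstimulated transgenic mouse T cells were exposed to compound for 60 min. Next, anti-CD3/anti-CD4-coated beads with anti-CD28 were added. Finally, after 18 h at 37 degrees C, EGFP and DsRed were imaged.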
EPAC1 ag = EPAC1 (human) agonism | O95398 | hit rate 0.073% among 360,000 | EPAC1 agonist qHTS, biochemical assay; response scale: 100% = response to 6.5 mM cAMP | Potency, µM (highest dose often 154 µM), inactives show at the top dose activation, actives largely listed as activators; further: potency means the concentration at half of the fitted maximal effect; nearly all actives have a fitted effect of over 60% in size
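Compounds were pinned as a concentration titration into mixtures of EPAC1 (100 nM), BODIPY-GDP-loaded Rap1B (250 nM) and GDP (50 uM). After 5 min at room temperature, fluorescence was followed for 30 min; activity was scaled to 6.5 mM cAMP.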
PI5P4Ka inh = inhibitors of human PI5P4K alpha; P48426; PI5P4Kalpha enzyme, ADP-Glo luminescence, 60 min; stronger effect = lower value; max response, %; hit rate 1.2% among 330,000; AID 652105; active means max response of -50% or lower; inconclusive means between -30% and -50%; inactive means -30% or higher; further: value at the top dose of about 77 µM; on the % scale 0 is the no-effect control and ±100 the full control effect
Target sequence (P48426 whole entry, looked up): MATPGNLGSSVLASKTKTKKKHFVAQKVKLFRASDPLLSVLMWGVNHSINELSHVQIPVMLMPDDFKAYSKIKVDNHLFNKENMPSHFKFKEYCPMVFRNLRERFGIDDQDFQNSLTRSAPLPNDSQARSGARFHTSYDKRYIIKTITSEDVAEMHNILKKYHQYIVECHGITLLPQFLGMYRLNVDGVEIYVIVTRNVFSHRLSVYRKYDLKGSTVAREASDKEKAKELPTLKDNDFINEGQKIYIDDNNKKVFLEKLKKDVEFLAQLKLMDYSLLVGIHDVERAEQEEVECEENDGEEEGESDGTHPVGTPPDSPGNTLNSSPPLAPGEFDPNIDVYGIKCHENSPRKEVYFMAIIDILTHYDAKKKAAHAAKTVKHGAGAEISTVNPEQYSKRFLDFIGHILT
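Luminescence from ADP-Glo served as readout of PI5P4Kalpha activity in a qHTS format. Reaction: enzyme, substrate, compound, ATP at 5 microM final, 60 min at RT.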
An asterisk follows results filed as active; i = inactive; ? = inconclusive; . = not tested or not shown; [ ] = remark or other dose. Unless noted, the call rests on the fitted dose curve; in most records, active means well fitted curve in the direction sought with a large enough effect; inconclusive means small, poorly fitted or top-dose-only effect, or another doubt; inactive means no such curve, though single readings can be large; an effect the other way counts as inactive or inconclusive.

1. O=[N+]([O-])c1cc(C(F)(F)F)ccc1NCCCN1CCOCC1
2. CCN1CCN(CCNC(=O)c2ccc(/C=C3/Sc4ccccc4N(Cc4cccc(Cl)c4)C3=O)cc2)CC1
3. CC1(C)Cc2c(sc(NC(=O)C(=O)N3CCOCC3)c2C(N)=O)CO1
4. CCOC(=O)C1CCN(S(=O)(=O)c2ccc3[nH]c(=O)oc3c2)CC1
5. O=C(NCCO)c1cc([N+](=O)[O-])cc2c1C=Cc1ccccc1O2

Compound	1	2	3	4	5
GLP-1R inv ag	-13%	?	10%	-5%	-11%
EPAC1 antagonist	-5%	-22%	29%	-10%	-15%
GLP1R ag	15%	-7%	-1%	-4%	1%
PTHR1 agonist	-12%	-29%	i	-1%	i
GLP1R cytotox	10%	?	?	4%	2%
PLK1 PBD inh	-1%	-1%	-3%	-12%	0%
IL2 activator	1.8	-3.3	-3.7	-1.3	-1.9
EPAC1 ag	4%	1%	-3%	5%	6%
PI5P4Ka inh	16	2	0	2	-4

6. N#Cc1ccc(CSc2nnc(NC(=O)c3ccc(=O)[nH]c3)s2)cc1
7. CCN(CCNC(=O)CN1CCN(Cc2ccc(Cl)cc2)C1=O)c1ccccc1
8. COc1ccccc1C1C(C(=O)c2cc3ccccc3o2)=C(O)C(=O)N1CCN(C)C (stereo not drawn)
9. COc1ccc(/C=C/c2nc(-c3ccccc3O)n[nH]2)cc1OC
10. Nc1ccc(C(=O)Nc2ccc3nc(-c4cccnc4)[nH]c3c2)cc1

Compound	6	7	8	9	10
GLP-1R inv ag	77%[activator]	?	-15%	?	58%[activator]
EPAC1 antagonist	-9%	6%	-11%	-15%	-3%
GLP1R ag	12%	-2%	-14%	-24%	21%
PTHR1 agonist	-8%	-37%[inhibitor][57.5 µM]	-5%	0%	i
GLP1R cytotox	8%	-8%	-18%	-14%	15%
PLK1 PBD inh	-7%	1%	-5%	4%	-3%
IL2 activator	1.3	-0.1	0.5	0.3	0.2
EPAC1 ag	11%	-6%	3%	8%	-1%
PI5P4Ka inh	-6	0	-9	4	9

Exported with each value named: part of the list above.
3) CC1(C)Cc2c(sc(NC(=O)C(=O)N3CCOCC3)c2C(N)=O)CO1
  GLP-1R inv ag: 10%	EPAC1 antagonist: 29%	GLP1R ag: -1%	PTHR1 agonist: i	GLP1R cytotox: ?	PLK1 PBD inh: -3%	IL2 activator: -3.7	EPAC1 ag: -3%	PI5P4Ka inh: 0
4) CCOC(=O)C1CCN(S(=O)(=O)c2ccc3[nH]c(=O)oc3c2)CC1
  GLP-1R inv ag: -5%	EPAC1 antagonist: -10%	GLP1R ag: -4%	PTHR1 agonist: -1%	GLP1R cytotox: 4%	PLK1 PBD inh: -12%	IL2 activator: -1.3	EPAC1 ag: 5%	PI5P4Ka inh: 2

(next part)
11. Cc1cccc(NS(=O)(=O)c2ccc(NS(=O)(=O)c3cccs3)cc2)c1
12. CC(C)CCN1C(=O)c2ccc(C(=O)OCC(=O)N(CC(C)C)C3CCS(=O)(=O)C3)cc2C1=O (stereo not drawn)
13. CC(=O)N1CCc2cc(S(=O)(=O)NC(C(=O)NCc3ccccc3)C(C)C)ccc21 (stereo not drawn)
14. CCC(C(N)=NCCc1ccc(OC)c(OC)c1)c1ccccc1 (stereo not drawn)
15. Cc1c(Cl)cnc(NC(=O)COC(=O)c2cccs2)c1Cl

Compound	11	12	13	14	15
GLP-1R inv ag	-10%	9%	18%	4%	20%
EPAC1 antagonist	-17%	-10%	9%	3%	-7%
GLP1R ag	4%	1%	-7%	-1%	4%
PTHR1 agonist	-29%	24%	i	-14%	-39%[inhibitor]
GLP1R cytotox	8%	2%	-10%	6%	-4%
PLK1 PBD inh	-12%	-2%	0%	0%	2%
IL2 activator	-3.2	0.1	-0.5	-0.6	-0.5
EPAC1 ag	3%	-16%	-3%	2%	-1%
PI5P4Ka inh	-17	0	-2	11	-13

16. O=C(COc1ccc(Br)cc1CO)Nc1ccc(S(=O)(=O)N2CCCC2)cc1
17. CCOc1ccc(C2CC(c3ccc(OC)c(OC)c3)n3nc(N)nc3N2)cc1 (stereo not drawn)
18. COC(=O)Cn1c(=NC(=O)CSC(C)=O)sc2ccccc21
19. CC(C)(C)c1ccc(S(=O)(=O)N2CCC(c3nc4ccc(Cl)cc4[nH]3)CC2)cc1
20. C[C@@H]1C[C@H](Nc2ccccc2)c2ccccc2N1C(=O)c1cccnc1

Compound	16	17	18	19	20
GLP-1R inv ag	?	4%	0%	0%	?
EPAC1 antagonist	-22%	-11%	-3%	-20%	0%
GLP1R ag	4%	-1%	7%	2%	-26%
PTHR1 agonist	-76%[inhibitor]	-1%	i	i	i
GLP1R cytotox	5%	11%	-8%	-4%	-8%
PLK1 PBD inh	-4%	-11%	-1%	1%	0%
IL2 activator	-4.5	-1.4	-2.8	0.8	-0.2
EPAC1 ag	16%	4%	10%	21%	2%
PI5P4Ka inh	-1	-10	11	.	7

21. CC(C)Cc1cc(C(=O)Nc2cc(C(F)(F)F)ccc2Cl)no1
22. COC(=O)c1ccccc1S(=O)(=O)N1CCC(C(=O)OC(C)C(=O)Nc2ccc(NC(C)=O)cc2)CC1 (stereo not drawn)
23. CCOC(=O)N1CCC(N2CCN(Cc3ccc(C)o3)C(CCO)C2)CC1 (stereo not drawn)
24. O=S(=O)(NC1CCCCC1Sc1ncccn1)c1ccccc1 (stereo not drawn)
25. FC(F)(F)c1cc(N2CCNCC2)c2ccccc2n1

Compound	21	22	23	24	25
GLP-1R inv ag	?	14%	-6%	2%	0%
EPAC1 antagonist	3%	6%	2%	-4%	7%
GLP1R ag	-6%	1%	12%	11%	-5%
PTHR1 agonist	i	i	i	i	-26%
GLP1R cytotox	-2%	5%	7%	-8%	-11%
PLK1 PBD inh	-4%	1%	15µM*	-17%	0%
IL2 activator	0.8	1.6	-1.7	0.2	3.8
EPAC1 ag	0%	3%	0%	7%	-4%
PI5P4Ka inh	12	5	-6	-4	1

Only GLP-1R inv ag and PTHR1 agonist, for two of the compounds above:
entry	molecule	GLP-1R inv ag	PTHR1 agonist
24	O=S(=O)(NC1CCCCC1Sc1ncccn1)c1ccccc1 (stereo not drawn)	2%	i
21	CC(C)Cc1cc(C(=O)Nc2cc(C(F)(F)F)ccc2Cl)no1	?	i

Values by screen from above:
GLP-1R inv ag, compounds 9 to 17: ?, 58%[activator], -10%, 9%, 18%, 4%, 20%, ?, 4%

The listing continues:
26. C[C@@H]1CN([C@H](C)CO)C(=O)c2cc(NC(=O)Nc3ccc(F)cc3)ccc2O[C@H]1CN(C)C(=O)Nc1ccc(C(F)(F)F)cc1
27. CCOC(=O)c1ccc(NC(=O)c2nc[nH]c2C(=O)NCCNC(=O)c2[nH]cnc2C(=O)Nc2ccc(C(=O)OCC)cc2)cc1
28. COc1ccc(N2CCN(C(=O)c3[nH]c(C(F)(F)F)nc3-c3ccccc3)CC2)cc1
29. CC(C)(C)c1cc(=O)[nH]c(SCc2ccccc2)n1
30. O=C(c1c(O)c2ccccc2oc1=O)C1CCC1

Compound	26	27	28	29	30
GLP-1R inv ag	?	-2%	-23%	32%	3%
EPAC1 antagonist	-6%	-2%	-24%	-16%	-9%
GLP1R ag	0%	4%	1%	12%	-11%
PTHR1 agonist	-16%	6%	-6%	-18%	i
GLP1R cytotox	-10%	-6%	-13%	?	-10%
PLK1 PBD inh	-6%	8%	-14%	-12%	-2%
IL2 activator	2.1	-0.6	-0.4	-2.8	-0.1
EPAC1 ag	-18%	10%	-2%	-11%	0%
PI5P4Ka inh	0	-2	-4	0	1

31. CN1CCN(C2CN(Cc3cn(Cc4ccc(C(F)(F)F)cc4)nn3)S(=O)(=O)C2)CC1 (stereo not drawn)
32. CCCCC(=O)Nc1ccc(C(=O)Nc2ccc3c(c2)OCO3)cc1
33. COc1ccc(CSc2nnc(NC(C)=O)s2)cc1[N+](=O)[O-]
34. Cc1cccc(NC(=O)C(C)SCc2nc3sc(C)c(C)c3c(=O)[nH]2)n1 (stereo not drawn)
35. CCCCC#Cc1cncc(C(=O)NN)c1

Compound	31	32	33	34	35
GLP-1R inv ag	4%	?	4%	1%	?
EPAC1 antagonist	-20%	-8%	19%	-18%	-23%
GLP1R ag	0%	-11%	3%	-8%	18%
PTHR1 agonist	2%	i	i	0%	i
GLP1R cytotox	1%	-18%	6%	-1%	-14%
PLK1 PBD inh	-10%	-4%	-4%	-21%	1%
IL2 activator	3.8	-0.7	0.4	-1.5	-4.4
EPAC1 ag	-7%	6%	3%	3%	-5%
PI5P4Ka inh	3	.	-27	-6	1

36. Cn1ccnc1SCC(=O)n1c2c(c3ccccc31)CCCC2
37. CCOC(=O)C1=CCC(c2ccccc2)N(S(=O)(=O)c2ccccc2C)C1 (stereo not drawn)
38. O=[N+]([O-])c1ccccc1OCCOCCOc1cccc2cccnc12
39. CCCCN(C)Cc1c(C)[nH]c2ccc(C)cc2c1=O
40. CC(C)(C)C(=O)O/N=C(\N)c1ccc(Oc2cc(Cl)cc(Cl)c2)c([N+](=O)[O-])c1

Compound	36	37	38	39	40
GLP-1R inv ag	?	?	-1%	6%	?
EPAC1 antagonist	?	2%	7%	7%	-2%
GLP1R ag	9%	7%	-2%	-13%	19%
PTHR1 agonist	-25%	-17%	-8%	-5%	-7%
GLP1R cytotox	0%	4%	-3%	-4%	5%
PLK1 PBD inh	-15%	-4%	-12%	-2%	-6%
IL2 activator	-0.1	-0.8	-0.8	-1.5	0.6
EPAC1 ag	6%	2%	-8%	-4%	3%
PI5P4Ka inh	7	0	-9	0	11

41. Cc1cc(Nc2ccccc2F)n2nc(C)nc2n1
42. CCCCN(CCNP(=O)(OCC)OCC)CP(=O)(OCC)OCC
43. NN=C1c2ccccc2-c2ccc(N)cc21
44. Cn1c(SCC(=O)Nc2nccs2)nnc1-c1ccccn1

Compound	41	42	43	44
GLP-1R inv ag	41%[activator]	3%	0%	23%
EPAC1 antagonist	-12%	4%	-3%	-14%
GLP1R ag	1%	9%	0%	-2%
PTHR1 agonist	-32%[inhibitor]	i	i	i
GLP1R cytotox	5%	-9%	-12%	-11%
PLK1 PBD inh	?	-1%	-2%	-2%
IL2 activator	0.4	-0.5	-0.2	-2.4
EPAC1 ag	3%	-1%	2%	1%
PI5P4Ka inh	1	1	33	-4

Assay outcomes: PubChem BioAssay, National Center for Advancing Translational Sciences (NCATS)

Not all compounds are listed; rates above refer to the full screens.
